MEKK3 PB1 HTS: modulators (inhibitors or enhancers) of MEK5 binding to human MEKK3 PB1 domain | Q99759 | bead-based flow cytometry, Alexa488-MEK5 binding to MEKK3; actives lie on both sides; 0 = blocked by unlabeled MEK5, 100 = vehicle | binding response (% of control), % at 10 µM | 290,000 tested, 1.4% active | AID 1529;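 active means binding response more than 3 SD above or below the average of its plate-row segment, actives on both sides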;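 further: Alexa488 bead fluorescence after subtracting the streptavidin-only scavenger bead signal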
PHOSPHO1 block: PHOSPHO1 (human) inhibition; AID 1565; inhibition, % at 13.3 µM; 290,000 tested, 1.1% active; recombinant PHOSPHO1, absorbance phosphatase assay; in the data active means inhibition above about 60%
Target sequence (Q8TCT1 whole entry, looked up): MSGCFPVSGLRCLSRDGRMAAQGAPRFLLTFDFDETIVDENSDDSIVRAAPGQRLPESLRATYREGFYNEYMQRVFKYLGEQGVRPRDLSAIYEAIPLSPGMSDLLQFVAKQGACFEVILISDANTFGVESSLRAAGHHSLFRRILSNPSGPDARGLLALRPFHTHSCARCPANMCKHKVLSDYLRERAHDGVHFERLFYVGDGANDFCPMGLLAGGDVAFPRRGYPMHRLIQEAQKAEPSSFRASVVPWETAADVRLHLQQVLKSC
OXTR agonist: human OXTR agonism; P30559; CHO-OTR cells, Fluo-8 calcium fluorescence; normalized: DMSO 0%, oxytocin 100%; activation, % at 3 µM; 320,000 tested, 0.32% active;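 active means activation above the mean of all tested compounds plus 3 SD, cutoff set per screening run, cut at about 20% in these data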;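 further: peak over basal fluorescence ratio from a 100 s FLIPR kinetic read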
Target sequence (P30559 whole entry, looked up): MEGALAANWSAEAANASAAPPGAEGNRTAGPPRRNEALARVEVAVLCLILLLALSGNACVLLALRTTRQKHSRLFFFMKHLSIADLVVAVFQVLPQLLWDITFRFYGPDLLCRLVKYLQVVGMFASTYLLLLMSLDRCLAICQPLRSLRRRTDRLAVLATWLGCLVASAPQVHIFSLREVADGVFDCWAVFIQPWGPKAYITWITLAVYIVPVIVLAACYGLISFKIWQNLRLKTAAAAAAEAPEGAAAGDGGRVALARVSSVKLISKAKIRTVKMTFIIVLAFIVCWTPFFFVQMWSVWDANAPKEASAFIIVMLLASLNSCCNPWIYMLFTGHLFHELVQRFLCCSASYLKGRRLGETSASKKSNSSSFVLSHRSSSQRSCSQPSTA
NALP1 inh: NALP1 inhibition; inhibition, % at 10 µM; 280,000 tested, 0.61% active; S. cerevisiae NALP1/ASC/caspase-1 growth, X-gal OD620, 72 h; in the data active means inhibition mostly above about 24%, no sharp cut-off; inactive means mostly below about 32%; further: some compounds called inactive have numbers as strong as hits
FID counter: fluorescent intercalator displacement, NS3 helicase counter-screen. 290,000 tested, 0.17% active. DNA fluorescent intercalator displacement, fluorescence. inhibition, % at 7.9 µM. AID 1845; in the data active means inhibition above about 37%;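 further: 0% = vehicle and 100% = reference compound; higher means more ethidium bromide displaced from hairpin DNA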
MEKK2wt PB1 HTS: raises or lowers MEK5 binding to wildtype human MEKK2 PB1 domain; bead flow cytometry, Alexa488-MEK5 binding to MEKK2 WT; actives lie on both sides; binding response (% of control), % at 10 µM; 290,000 tested, 1.1% active; AID 1531; in the data active means binding response below about 67% or above about 130%
PfM18AAP inh: PfM18AAP enzyme inhibition; recombinant PfM18AAP, H-Glu-NHMec fluorogenic cleavage; inhibition, % at 7.35 µM; 290,000 tested, 1.2% active;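 active means inhibition above the campaign mean inhibition over all tested compounds plus 3 SD, cut at about 28% in these data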;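 further: 0% = plate median of test compound wells and 100% = 2 mM ZnCl2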
MEKK2 mut-MEK5: signal of MEK5 binding to mutant human MEKK2 PB1 domain. bead flow cytometry, Alexa488-MEK5 binding to MEKK2 mutant. percent response, % at 10 µM. 290,000 tested, 0.35% active; in the data active means percent response above about 24%, passing the limit was not always enough; further: inactives centre near 1; some results filed as inactive read as strong as hits; reference of the scale not given here
GPR7 antag: blocks human GPR7 receptor signaling; GPR7-expressing cells, fluorescence antagonist assay; inhibition, % at 4.4 µM; 290,000 tested, 1.1% active; AID 1861; in the data active means inhibition above about 16%, passing the limit was not always enough;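 further: cells stimulated with the agonist NPW; 0% = agonist with vehicle and 100% = vehicle without agonist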
Target sequence (P48145 whole entry, looked up): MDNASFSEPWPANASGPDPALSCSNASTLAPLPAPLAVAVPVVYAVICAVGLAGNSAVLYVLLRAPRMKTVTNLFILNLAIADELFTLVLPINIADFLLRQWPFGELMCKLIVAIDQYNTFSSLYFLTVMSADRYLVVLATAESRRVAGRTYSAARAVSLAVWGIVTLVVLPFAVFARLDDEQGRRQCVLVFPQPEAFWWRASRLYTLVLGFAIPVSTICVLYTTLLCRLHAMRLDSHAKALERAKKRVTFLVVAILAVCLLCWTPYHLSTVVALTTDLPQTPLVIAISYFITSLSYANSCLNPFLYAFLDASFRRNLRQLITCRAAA
* marks the source's active call; other numbers are inactive results; . = not tested or not shown; [ ] = remark or other dose. An unsorted share of the library, and some 6.2% of all compounds hit somewhere here.

SMILES | MEKK3 PB1 HTS | PHOSPHO1 block | OXTR agonist | NALP1 inh | FID counter | MEKK2wt PB1 HTS | PfM18AAP inh | MEKK2 mut-MEK5 | GPR7 antag
Cc1ccc(C(=O)OC(C)C(=O)c2cc(C)c(C)cc2C)o1 (configuration not stated) | 102.0 | 5.1 | -1.4 | 10.6 | -28.7 | 102.0 | 9.2 | 3.0 | -4.2
CC1(C)Cc2c(ccc3ccccc23)/C(=C/C(=O)N2CCCCC2)N1 | 88.0 | 42.0 | -2.9 | -7.4 | -0.3 | 95.0 | 1.2 | -4.0 | -12.5
Cn1c(SCC(=O)N2CCOCC2)nnc1-c1ccco1 | 98.0 | 27.9 | 0.4 | -0.7 | -3.4 | 95.0 | -5.6 | -6.0 | 0.4
COc1cc(C2NCCC(=O)C2(C)C)cc(OC)c1OC (configuration not stated) | 104.0 | -0.3 | 1.3 | 4.7 | 1.6 | 104.0 | -2.8 | 3.0 | -11.2
Cc1nn(-c2ccccc2)c(Cl)c1C(=O)OC(C)C(=O)Nc1ccc2c(c1)OCO2 (configuration not stated) | 104.0 | 18.1 | -2.2 | 5.5 | -20.4 | 103.0 | 3.8 | 6.0 | -5.6
COc1ccc2c3c([nH]c2c1)C1CC2C(CC(O)C(OC)C2CO)CN1CC3 (configuration not stated) | 97.0 | -1.4 | 0.1 | . | -2.3 | 98.0 | -4.3 | 5.0 | -5.1
CC(C)CC(=O)Nc1c2c(nn1-c1ccc([N+](=O)[O-])cc1)CS(=O)(=O)C2 | 107.0 | 24.8 | -0.6 | 2.0 | -8.5 | 107.0 | 4.7 | 7.0 | 3.8
COc1ccc(/C=C2/N=C3CCCCCN3C2=O)cc1 | 90.0 | -7.3 | -1.4 | -0.6 | -12.7 | 88.0 | -0.1 | -12.0 | 1.8
CC(C)CC(NC(=O)C(CC(C)C)NC(=O)C(Cc1ccc(OCc2ccccc2)cc1)NC(=O)OC(C)(C)C)C(N)=O (configuration not stated) | 99.0 | 43.6 | 0.1 | -6.4 | -1.9 | 97.0 | 1.7 | -4.0 | -8.3
CCn1c(=O)c(C(=O)CN2CCN(Cc3ccc4c(c3)OCO4)CC2)c(N)n(Cc2ccccc2)c1=O | 94.0 | 47.9 | -0.5 | -6.0 | 10.6 | 96.0 | 0.4 | -5.0 | 0.0
CCOC(=O)c1cc(CC)sc1NC(=O)c1cc(OC)c(OC)c(OC)c1 | 119.0 | 1.9 | 0.6 | -8.5 | 0.9 | 141.0* | -3.3 | 15.0 | -5.7
CCCC(CCC)C(=O)Nc1ccncc1 | 102.0 | -7.0 | -0.5 | 0.0 | -12.9 | 98.0 | -1.8 | 2.0 | -14.4
COCCNC(=O)c1cccc(OC2CCN(Cc3ccc(F)cc3OC)CC2)c1 | 99.0 | -28.7 | -0.3 | 19.3 | 2.7 | 104.0 | -4.0 | 4.0 | -3.4
CN1CCN(c2nc(-c3cccs3)cc(C(F)(F)F)n2)CC1 | 104.0 | 52.4 | 3.1 | 25.9 | 3.9 | 110.0 | -14.8 | 3.0 | 0.7
CC(/C=N/NC(=O)c1ccco1)=C\c1ccccc1 | 114.0 | -9.7 | -1.2 | 20.5 | -3.2 | 102.0 | -2.8 | -2.0 | -11.3
O=C(O)CCc1ccc(-c2ccc(Br)cc2)n1CC(=O)O | 104.0 | 19.9 | -0.6 | . | -22.9 | 102.0 | -18.9 | 1.0 | -7.5
Cc1nc(SCC(=O)NCc2ccc(F)cc2)c2c(=O)n(C)c(=O)n(C)c2n1 | 107.0 | 14.1 | -0.9 | 20.3 | -1.6 | 108.0 | -6.6 | 12.0 | -0.9
COc1ccccc1NC(=O)c1ccc(NC(=O)CSc2ncccn2)cc1 | . | 44.8 | 1.4 | -6.9 | -8.7 | . | -3.6 | . | -1.5
COCCn1c(SCC(=O)Nc2ccc(NC(C)=O)cc2)nc2ccccc2c1=O | 100.0 | 17.9 | 0.6 | 26.5 | -19.1 | 99.0 | -2.1 | 0.0 | 8.5
CC(=O)c1c(N=CN(C)C)nc(C)nc1-c1ccccc1 | . | -19.0 | 0.6 | -1.8 | 3.6 | . | 3.6 | . | -15.3

Reformatted with two lines to a compound: entries from further up
Every second line gives: MEKK3 PB1 HTS	PHOSPHO1 block	OXTR agonist	NALP1 inh	FID counter	MEKK2wt PB1 HTS	PfM18AAP inh	MEKK2 mut-MEK5	GPR7 antag
COCCNC(=O)c1cccc(OC2CCN(Cc3ccc(F)cc3OC)CC2)c1
  99.0	-28.7	-0.3	19.3	2.7	104.0	-4.0	4.0	-3.4
CN1CCN(c2nc(-c3cccs3)cc(C(F)(F)F)n2)CC1
  104.0	52.4	3.1	25.9	3.9	110.0	-14.8	3.0	0.7
CC(/C=N/NC(=O)c1ccco1)=C\c1ccccc1
  114.0	-9.7	-1.2	20.5	-3.2	102.0	-2.8	-2.0	-11.3
O=C(O)CCc1ccc(-c2ccc(Br)cc2)n1CC(=O)O
  104.0	19.9	-0.6	.	-22.9	102.0	-18.9	1.0	-7.5
Cc1nc(SCC(=O)NCc2ccc(F)cc2)c2c(=O)n(C)c(=O)n(C)c2n1
  107.0	14.1	-0.9	20.3	-1.6	108.0	-6.6	12.0	-0.9

New compounds follow:
SMILES | MEKK3 PB1 HTS | PHOSPHO1 block | OXTR agonist | NALP1 inh | FID counter | MEKK2wt PB1 HTS | PfM18AAP inh | MEKK2 mut-MEK5 | GPR7 antag
COc1ccc(OC)c(CCNC(=O)C(=O)Nc2ccc3nc4n(c(=O)c3c2)CCCCC4)c1 | 100.0 | -1.5 | 1.7 | . | -8.4 | 98.0 | -0.6 | -1.0 | -8.3
S=c1[nH]nc(-c2ccccn2)n1/N=C/c1ccco1 | 97.0 | -112.6 | -2.0 | -29.1 | 1.1 | 106.0 | 0.2 | 3.0 | 6.3
CCS(=O)(=O)n1nc(C(=O)N2CCOCC2)nc1N | 97.0 | -6.7 | 1.7 | 6.4 | 1.4 | 91.0 | -0.5 | -1.0 | -12.4
CCCNC(=O)CN(CCc1ccccc1)S(C)(=O)=O | 102.0 | -1.4 | -0.1 | 6.9 | -3.6 | 103.0 | 3.5 | 6.0 | -10.2
CCS(=O)(=O)N1CCN(Cc2ccncc2)CC1 | 101.0 | 12.5 | 0.8 | 8.1 | 5.6 | 107.0 | -4.9 | 3.0 | -8.9
O=C(OCCN1C(=O)c2ccccc2C1=O)c1cc(=O)[nH]c2ccccc12 | 100.0 | -8.4 | 1.3 | 10.1 | -2.7 | 102.0 | -0.3 | 17.0 | -1.3
CC(=O)N=c1sc(S(N)(=O)=O)nn1C | 91.0 | -8.7 | 0.4 | 19.0 | -16.9 | 98.0 | 2.2 | -2.0 | -18.1
COc1ccc(Cl)cc1C(=O)Nc1ccc(CN2CCCCC2)cc1 | 100.0 | 48.4 | 0.4 | 9.1 | 10.1 | 107.0 | -0.4 | -1.0 | 5.3
COC(=O)c1[nH]c2cccc(C)c2c1NC(=O)CN1CCN(c2ccccc2OC)CC1 | 84.0 | -11.0 | -0.1 | -20.6 | -15.1 | 92.0 | 0.0 | -19.0 | -11.2
O=C(NCCN1CCOC1=O)C1CCC(=O)N(CCc2ccc(Cl)cc2)C1 (configuration not stated) | 102.0 | 42.7 | 0.5 | 1.0 | -8.9 | 103.0 | -13.3 | 4.0 | -10.1
Cc1cc(C)n(CC(O)Cn2c3ccc(Br)cc3c3cc(Br)ccc32)c(=O)n1 (configuration not stated) | 98.0 | 2.4 | 2.2 | -6.1 | -14.0 | 92.0 | 3.8 | -6.0 | 0.0
CCn1c(=O)n(CC(=O)Nc2cc(OC)ccc2OC)c(=O)c2ccccc21 | 98.0 | 5.2 | -1.3 | 4.4 | -11.4 | 98.0 | 2.9 | -2.0 | 4.3
O=S(=O)(c1ccc(NC(=S)NC2CCCC2)cc1)N1CCCC1 | 102.0 | 41.8 | 8.8 | 13.5 | -5.5 | 106.0 | -1.0 | 2.0 | 5.8
CN(C)C(CNc1ncccn1)c1ccccc1 (configuration not stated) | 97.0 | 36.2 | 0.7 | 22.5 | -3.7 | 94.0 | -4.3 | 0.0 | -20.1
O=C(OCC1CC(c2ccccn2)=NO1)c1ccc(Br)cc1 (configuration not stated) | 105.0 | -6.0 | -0.3 | 28.9 | -13.8 | 101.0 | 4.6 | 5.0 | -1.5
CCOC(=O)c1cnn(CCOC(=O)c2ccccc2)c1NC(=O)c1ccccc1 | 99.0 | 3.2 | -0.5 | 5.1 | -14.2 | 98.0 | -2.6 | -2.0 | 5.0
O=C(Nc1ccc(C(=O)c2ccc(C(=O)O)c(C(=O)O)c2)cc1)c1ccccc1 | 105.0 | 29.1 | 0.1 | 13.4 | -1.1 | 103.0 | -3.4 | 0.0 | -3.0
COc1ccc(NC(=O)C(=O)NNC(=O)COc2ccc(Cl)cc2)c(OC)c1 | 98.0 | 43.1 | -0.8 | 1.3 | -28.4 | 101.0 | 8.0 | 5.0 | -18.4
Cc1cc(Br)ccc1-n1[nH]c(C)c(C=Nc2cccc3nsnc23)c1=O | 86.0 | 11.6 | -0.8 | -6.6 | -3.2 | 41.0*[inhibitor] | 8.7 | -17.0 | -6.3
CC(C)CN(C(=O)CN1CCN(S(=O)(=O)c2ccc3ccccc3c2)CC1)c1c(N)n(CC(C)C)c(=O)[nH]c1=O | 97.0 | -18.8 | 0.0 | 33.2 | -11.7 | 96.0 | -3.0 | -2.0 | 1.3
O=C1CCC(=O)N1c1ccc(NC2CCN(Cc3ccccc3)CC2)c([N+](=O)[O-])c1 | 90.0 | 12.3 | 0.3 | 6.7 | 10.6 | 98.0 | -1.7 | -1.0 | -1.7
CCCCNCc1ccc(SC)cc1 | 110.0 | -0.7 | 2.4 | 8.5 | 0.6 | 107.0 | -10.4 | 2.0 | 2.5
COc1ccccc1CNC(=O)CS(=O)Cc1nc(-c2ccc(OC)c(OC)c2)oc1C (configuration not stated) | 105.0 | 45.3 | -1.0 | 10.0 | -46.6 | 99.0 | 3.2 | 1.0 | -10.5
O=C(COC(=O)c1ccc2ncsc2c1)NC(=O)NCc1ccccc1 | 95.0 | -7.2 | 2.4 | -1.5 | -15.4 | 92.0 | 7.4 | -10.0 | 2.4
COc1ccc(OC)c(-c2cn(S(=O)(=O)c3ccccc3)nc2N)c1 | 103.0 | -17.7 | -0.5 | -3.3 | -4.8 | 101.0 | -7.7 | -1.0 | 1.2
O=[N+]([O-])c1ccc(CP(=O)(c2ccccc2)c2ccccc2)cc1 | 107.0 | -2.7 | . | -1.1 | -21.3 | 108.0 | -1.7 | 11.0 | 23.4
Nn1c(SCC(=O)Nc2cc(C(F)(F)F)ccc2Cl)nncc1=O | 93.0 | 38.3 | 0.3 | 11.2 | -5.5 | 95.0 | 3.8 | -1.0 | 5.7
Cc1cc(OCC(O)CN2CCN(CCO)CC2)ccc1C(C)C (configuration not stated) | 96.0 | 0.2 | 2.4 | 14.3 | 18.8 | 100.0 | -8.3 | -3.0 | 9.4
NC1=NC[C@@H](Cc2ccc(O)cc2)N1CC1CCCCC1 | 99.0 | 52.9 | -0.2 | . | . | 108.0 | . | 10.0 | .
COc1ccccc1C(=O)NNC(=O)CCC(=O)NCc1ccccc1 | 98.0 | 37.7 | -1.2 | 8.3 | -10.1 | 95.0 | -3.1 | -2.0 | -6.5
COc1ccc(C/C(C)=N/NC(=O)c2ccc(Cl)cc2)cc1 | 102.0 | -13.7 | -0.7 | 10.7 | -1.9 | 102.0 | -0.6 | -2.0 | -13.9
Cc1ccc(NC(=O)CCC(=O)NNC(=O)NC2CCCCC2)c(C)c1 | 96.0 | -0.9 | 0.5 | 12.0 | -11.8 | 97.0 | -12.9 | -5.0 | -8.9
COc1ccc(Oc2nc3ccccc3n(C)c2=O)cc1 | 84.0 | 1.2 | -1.9 | . | -2.1 | 93.0 | -5.2 | -1.0 | -2.4
COc1ccccc1CC(=O)N(CCC#N)CCC#N | 100.0 | -2.3 | 1.3 | 10.1 | 4.8 | 108.0 | -4.9 | 5.0 | -9.9

Bioassay records: PubChem BioAssay, several laboratories
